PLK1 PBD inh: blocks phosphopeptide binding to human Plk1 polo box domain; hit rate 0.13% among 97,000; inhibition, %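 (tested at about 20 µM)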; P53350; AID 693; Plk1 PBD phosphopeptide binding, fluorescence polarization; in the data active = inhibition above about 34%, passing the limit was not always enough
ERa coact inh: blocks coactivator binding to human estrogen receptor alpha | AID 629 | inhibition, % at 25.6 µM | TR-FRET ER-alpha LBD / SRC-1 peptide, estradiol-bound | hit rate 1.7% among 86,000; in the data active = inhibition above about 50%;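 also: 0% = receptor plus peptide control and 100% = peptide only without receptor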
ERb coact inh: blocks coactivator binding to human estrogen receptor beta; TR-FRET ER-beta LBD / SRC1-Cy5 peptide binding; receptor agonist-loaded with 1 µM estradiol; Q92731; hit rate 1.3% among 86,000; AID 633; inhibition, % at 25.6 µM;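 active = compounds whose percent inhibition of the receptor-coactivator binding signal exceeds about 50% in the single-dose screen, limit read from the data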;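 also: 0% = receptor plus peptide wells without compound and 100% = peptide-only wells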
HIV Rev-RRE inh: HIV Rev-RRE protein-RNA interaction inhibition. Rev peptide-RRE RNA binding, FRET. hit rate 0.79% among 97,000. inhibition, % at 8 µM;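 active = inhibition above the screen-wide mean plus 3 SD, cut at about 35% in these data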;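 also: 0% = median DMSO wells and 100% = median Neomycin B control wells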
Target sequence (P05866 whole entry, looked up): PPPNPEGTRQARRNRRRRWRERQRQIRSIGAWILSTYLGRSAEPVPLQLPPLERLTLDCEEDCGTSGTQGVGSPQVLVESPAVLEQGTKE
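Test system: labelled RRE RNA duplex and labelled Rev peptide. Times: 5 min compound–RNA preincubation, then 15 min with peptide, 25 °C. Doses: single-dose 8 µM. Measured by: FRET, excitation 480 nm, emission 540 nm donor and 671 nm acceptor. Measure: % inhibition of FRET ratio versus controls.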
Mac1 fbg inh: inhibitors of human CD11b/CD18 binding to fibrinogen. P05107+P11215. K562 CD11b/CD18 adhesion to fibrinogen, ATPlite luminescence; Mn2+ added to activate the integrin. inhibition, % at 10 µM. hit rate 0.54% among 93,000. AID 1497;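 active = primary inhibition of 50% or more at 10 µM, then 40% or more on retest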; also: some results filed as inactive read as strong as hits
Target sequence (P05107 whole entry, looked up, other chains not shown): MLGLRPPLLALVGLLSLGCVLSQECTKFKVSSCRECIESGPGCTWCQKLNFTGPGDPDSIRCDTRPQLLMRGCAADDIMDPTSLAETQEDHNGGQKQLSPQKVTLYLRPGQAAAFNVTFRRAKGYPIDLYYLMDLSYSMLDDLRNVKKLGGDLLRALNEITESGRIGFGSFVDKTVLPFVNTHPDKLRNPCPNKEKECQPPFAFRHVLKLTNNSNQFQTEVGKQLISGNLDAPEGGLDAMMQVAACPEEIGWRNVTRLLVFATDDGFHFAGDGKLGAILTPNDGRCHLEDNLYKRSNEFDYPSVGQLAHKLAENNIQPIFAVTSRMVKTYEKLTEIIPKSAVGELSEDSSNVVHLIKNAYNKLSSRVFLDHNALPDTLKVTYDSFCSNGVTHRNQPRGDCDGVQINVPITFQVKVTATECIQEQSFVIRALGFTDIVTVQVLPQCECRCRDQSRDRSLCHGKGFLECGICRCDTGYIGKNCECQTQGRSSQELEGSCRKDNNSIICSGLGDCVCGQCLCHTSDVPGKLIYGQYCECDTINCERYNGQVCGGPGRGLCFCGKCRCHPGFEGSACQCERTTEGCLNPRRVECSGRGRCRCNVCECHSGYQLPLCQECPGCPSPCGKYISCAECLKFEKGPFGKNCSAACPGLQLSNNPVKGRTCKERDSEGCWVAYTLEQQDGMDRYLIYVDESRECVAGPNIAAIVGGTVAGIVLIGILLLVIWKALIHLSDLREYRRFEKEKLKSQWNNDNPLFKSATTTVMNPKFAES
CD11b adhes enh: enhancers of human CD11b/CD18 binding to fibrinogen. K562 CD11b/CD18 adhesion to fibrinogen, ATPlite luminescence. activation, % at 10 µM. hit rate 0.07% among 93,000. AID 1499;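 active = 10 µM primary screen giving 50% or more activity, confirmed by 40% or more on retest at that dose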; also: strong numbers were not always called active
PLK1 inh: blocks human PLK1 kinase activity; recombinant PLK1 kinase, TR-FRET peptide phosphorylation; inhibition, % at 10 µM; hit rate 0.53% among 97,000;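 active = inhibition of 50% or more in the single-concentration screen; inactive = inhibition below 50%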;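 also: 0% = DMSO max control and 100% = H-89 dihydrochloride min control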
FAK inh: blocks human focal adhesion kinase activity | biochemical FAK kinase activity assay | hit rate 0.84% among 97,000 | Q05397 | inhibition, %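 (tested at 7 µM)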; in the data active = inhibition above about 19%;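 also: 0% = DMSO and 100% = reference compound high control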
ERa coact pot: enhances coactivator binding to human estrogen receptor alpha; P03372; TR-FRET ERalpha-LBD/SRC-Cy5 coactivator binding, 2 h; 100 = basal binding, no effect; coactivator binding (% of control), % at 25.6 µM; hit rate 1.3% among 86,000; in the data active = activity above about 200%;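 also: binding measured in presence of low estradiol as agonist stimulus; 0% = peptide alone without receptor and 100% = receptor with peptide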
Numbers without * were called inactive; [ ] = another dose, or the depositor's remark.

For COc1ccc(-c2c(C#N)c(C)nc3c2C(=O)c2ccccc2-3)cc1 the results were PLK1 PBD inh 15, ERa coact inh 2, ERb coact inh 2, HIV Rev-RRE inh 5, PLK1 inh -37, FAK inh -27 and ERa coact pot 373*.
For COc1cc(OC)c(OC)cc1CN1CCCC(C(=O)N2CCCCC2)C1 (stereo not drawn) the results were PLK1 PBD inh -6, ERa coact inh 3[fluorescence artefact?], ERb coact inh 14, HIV Rev-RRE inh 1, Mac1 fbg inh -6, CD11b adhes enh -2, PLK1 inh 8, FAK inh -2 and ERa coact pot 86.
`COC(=O)c1cccc(NC(=O)CN(c2ccc3c(c2)OCO3)S(C)(=O)=O)c1C` gave PLK1 PBD inh 9, ERa coact inh -26, ERb coact inh -30[fluorescence artefact?], HIV Rev-RRE inh -3, Mac1 fbg inh 53, CD11b adhes enh -5, PLK1 inh -6, FAK inh 0 and ERa coact pot 104.
Screening CCS(=O)(=O)N1CCC(C(=O)c2ccc(Cl)cc2)CC1 returned PLK1 PBD inh 1, ERa coact inh -23, ERb coact inh -25[fluorescence artefact?], HIV Rev-RRE inh 2, PLK1 inh -13, FAK inh -1 and ERa coact pot 103.
For COc1cc2c(O)c3c(c(-c4ccc5c(c4)OCO5)c2cc1OC)C(=O)OC3 the results were PLK1 PBD inh 18, ERa coact inh 21[fluorescence artefact?], ERb coact inh 24[fluorescence artefact?], HIV Rev-RRE inh 3, PLK1 inh -14, FAK inh 2 and ERa coact pot 76[fluorescence artefact?].
For CC(=O)Nc1c(O)nc(SCC(=O)N2CCN(c3ccc(F)cc3)CC2)[nH]c1=O the results were PLK1 PBD inh -24, ERa coact inh -7, ERb coact inh -8, HIV Rev-RRE inh 5, Mac1 fbg inh -4, CD11b adhes enh -6, PLK1 inh -5, FAK inh 2 and ERa coact pot 101.
`Cc1ccc(C(=O)O)cc1-c1ccc(/C=C2/NC(=O)N(c3ccccc3)C2=O)o1` gave PLK1 PBD inh 13, ERa coact inh 80*[fluorescence artefact?], ERb coact inh 81*[fluorescence artefact?], HIV Rev-RRE inh 13, Mac1 fbg inh -4, CD11b adhes enh 0, PLK1 inh 0, FAK inh -5 and ERa coact pot 11[fluorescence artefact?].
For O=[N+]([O-])c1ccc(N2CCCCC2)c(Cl)c1N1CCCCC1 the results were PLK1 PBD inh 3, HIV Rev-RRE inh 13, PLK1 inh -4 and FAK inh -8.
O=C(CSc1nnc(COc2cccc3ccccc23)o1)N1CCN(C(=O)c2ccco2)CC1 was read as PLK1 PBD inh 1, HIV Rev-RRE inh 5, PLK1 inh -1 and FAK inh -1.
`CCCCC(CC)C(=O)Nc1ccccc1C#N` (stereo not drawn) gave PLK1 PBD inh 18, ERa coact inh -8, ERb coact inh 3[fluorescence artefact?], HIV Rev-RRE inh 0, Mac1 fbg inh -3, CD11b adhes enh -1, PLK1 inh -7, FAK inh -1 and ERa coact pot 110.
Screening CN(C(=O)/C(N=Nc1cccc(C(F)(F)F)c1)=C(\O)C(F)(F)F)c1ccccc1 returned PLK1 PBD inh -4, HIV Rev-RRE inh 21, Mac1 fbg inh 98, CD11b adhes enh -8, PLK1 inh -12 and FAK inh 2.
`Cc1csc(NC(=O)C2CCCC2)n1` gave PLK1 PBD inh 19, ERa coact inh -1, ERb coact inh 10, HIV Rev-RRE inh 1, Mac1 fbg inh 1, CD11b adhes enh 0, PLK1 inh -8, FAK inh -2 and ERa coact pot 93.
Screening COc1ccc(C2N(C(=O)N3CCOCC3)CCN2S(=O)(=O)c2ccc(C)cc2)cc1 (stereo not drawn) returned PLK1 PBD inh 12, ERa coact inh -4, ERb coact inh -8, HIV Rev-RRE inh 4, Mac1 fbg inh 0, CD11b adhes enh 1, PLK1 inh -24, FAK inh -1 and ERa coact pot 103.
CCNC(=O)CSc1nc2ccccc2c(=O)n1-c1cc(OC)ccc1OC was read as PLK1 PBD inh -20, ERa coact inh 1, ERb coact inh -1, HIV Rev-RRE inh 7, Mac1 fbg inh 8, CD11b adhes enh 4, PLK1 inh -13, FAK inh -1 and ERa coact pot 102.
For CCOc1ccc(-n2c(COc3ccc(C)cc3)nnc2SCC(N)=O)cc1 the results were PLK1 PBD inh 9, ERa coact inh -4, ERb coact inh -8, HIV Rev-RRE inh 3, Mac1 fbg inh 36, CD11b adhes enh -2, PLK1 inh -6, FAK inh -3 and ERa coact pot 108.
Screening COCCn1c(SCC(=O)NCc2ccco2)nnc1-c1c[nH]c2ccccc12 returned PLK1 PBD inh 13, ERa coact inh -4, ERb coact inh -3, HIV Rev-RRE inh 3, Mac1 fbg inh -17, CD11b adhes enh 2, PLK1 inh -5, FAK inh 40* and ERa coact pot 108.
For Cc1ccc(C)c(NC(=O)CCC(=O)OC(C(=O)c2ccccc2)c2ccccc2)c1 (stereo not drawn) the results were PLK1 PBD inh 7, HIV Rev-RRE inh 4, Mac1 fbg inh -2, CD11b adhes enh -2, PLK1 inh -9 and FAK inh -3.
For CC1CCCCC12NC(=O)N(CC(=O)c1ccc[nH]1)C2=O (stereo not drawn) the results were PLK1 PBD inh 2, ERa coact inh 16, ERb coact inh 25, HIV Rev-RRE inh 13, Mac1 fbg inh -30, CD11b adhes enh 16, PLK1 inh -7, FAK inh -6 and ERa coact pot 59[fluorescence artefact?].
Screening Cn1c(C(O)c2ccc3c(c2)OCO3)nc2ccccc21 (stereo not drawn) returned PLK1 PBD inh -1, ERa coact inh -9, ERb coact inh 0, HIV Rev-RRE inh 0, Mac1 fbg inh -28, CD11b adhes enh 2, PLK1 inh -11, FAK inh 1 and ERa coact pot 117.
Screening CC1=C(C(N)=O)C(c2ccccc2)n2nc(-c3cccs3)nc2N1 (stereo not drawn) returned PLK1 PBD inh -19, ERa coact inh 3, ERb coact inh -3, HIV Rev-RRE inh 9, Mac1 fbg inh 16, CD11b adhes enh -6, PLK1 inh -7, FAK inh 4 and ERa coact pot 109.

Part of the list above in order of formula weight, high to low:
For COc1cc2c(O)c3c(c(-c4ccc5c(c4)OCO5)c2cc1OC)C(=O)OC3 the results were PLK1 PBD inh 18, ERa coact inh 21[fluorescence artefact?], ERb coact inh 24[fluorescence artefact?], HIV Rev-RRE inh 3, PLK1 inh -14, FAK inh 2 and ERa coact pot 76[fluorescence artefact?].
Screening CC1=C(C(N)=O)C(c2ccccc2)n2nc(-c3cccs3)nc2N1 (stereo not drawn) returned PLK1 PBD inh -19, ERa coact inh 3, ERb coact inh -3, HIV Rev-RRE inh 9, Mac1 fbg inh 16, CD11b adhes enh -6, PLK1 inh -7, FAK inh 4 and ERa coact pot 109.
For COc1ccc(-c2c(C#N)c(C)nc3c2C(=O)c2ccccc2-3)cc1 the results were PLK1 PBD inh 15, ERa coact inh 2, ERb coact inh 2, HIV Rev-RRE inh 5, PLK1 inh -37, FAK inh -27 and ERa coact pot 373*.

Next entries.
Screening Cc1ccc(NC(=O)CCNS(=O)(=O)c2ccc3c(c2)oc(=O)n3C)c(C)c1 returned PLK1 PBD inh -25, ERa coact inh -4, ERb coact inh 5, HIV Rev-RRE inh 2, Mac1 fbg inh -10, CD11b adhes enh -1, PLK1 inh -11, FAK inh 1 and ERa coact pot 116.
`CC(=O)NCCn1c(SCC(=O)c2ccccc2)nc2ccccc2c1=O` gave PLK1 PBD inh -29, ERa coact inh -9, ERb coact inh -7, HIV Rev-RRE inh -2, Mac1 fbg inh -3, CD11b adhes enh -2, PLK1 inh -7, FAK inh -8 and ERa coact pot 106.
Screening Cc1ccc(NCN2C(=O)C3CC=CCC3C2=O)cc1 (stereo not drawn) returned PLK1 PBD inh 16, ERa coact inh 1, ERb coact inh -10, HIV Rev-RRE inh 7, PLK1 inh -11, FAK inh -2 and ERa coact pot 126.
`COc1ccc(OC)c(NS(=O)(=O)c2ccc(NC(C)=O)cc2)c1` gave PLK1 PBD inh -31, ERa coact inh -1[fluorescence artefact?], ERb coact inh 5, HIV Rev-RRE inh 5, Mac1 fbg inh -22, CD11b adhes enh 0, PLK1 inh -9, FAK inh -1 and ERa coact pot 92.
COC(=O)c1ccc(NC(=S)N2CCN(Cc3cccc(C)c3)CC2)cc1 was read as PLK1 PBD inh 5, HIV Rev-RRE inh -4, PLK1 inh -8 and FAK inh 1.
`COc1ccc(S(=O)(=O)Nc2nnc(C(C)C)s2)cc1` gave PLK1 PBD inh -11, ERa coact inh -11, ERb coact inh -8, HIV Rev-RRE inh 10, Mac1 fbg inh -10, CD11b adhes enh 2, PLK1 inh -7, FAK inh 0 and ERa coact pot 109.
N#Cc1c(C(F)(F)F)cc(-c2ccco2)nc1SCc1ccncc1 was read as PLK1 PBD inh 11, ERa coact inh 19, ERb coact inh 10, HIV Rev-RRE inh 22, Mac1 fbg inh -9, CD11b adhes enh -4, PLK1 inh -4, FAK inh -7 and ERa coact pot 75.
For O=C(CSc1nnc(-c2ccncc2)n1Cc1ccco1)N1c2ccccc2Sc2ccc(Cl)cc21 the results were PLK1 PBD inh -5, ERa coact inh -1[fluorescence artefact?], ERb coact inh -4[fluorescence artefact?], HIV Rev-RRE inh 3, PLK1 inh 0, FAK inh 1 and ERa coact pot 95.
Screening NC(=O)c1ccccc1OCC(=O)NS(=O)(=O)c1ccccc1 returned PLK1 PBD inh 17, ERa coact inh -1, ERb coact inh -6, HIV Rev-RRE inh 3, Mac1 fbg inh -45, CD11b adhes enh 5, PLK1 inh -5, FAK inh -5 and ERa coact pot 109.
Screening O=C(COc1ccc(Br)cc1CO)Nc1ccccc1 returned PLK1 PBD inh -2, ERa coact inh 6[fluorescence artefact?], ERb coact inh -4[fluorescence artefact?], HIV Rev-RRE inh 4, Mac1 fbg inh 7, CD11b adhes enh -7, PLK1 inh 1, FAK inh 3 and ERa coact pot 88.
Screening O=C(Oc1ccccc1)c1ccc(-n2cnnn2)cc1 returned PLK1 PBD inh 16, ERa coact inh -6, ERb coact inh -6, HIV Rev-RRE inh 1, Mac1 fbg inh -3, CD11b adhes enh 2, PLK1 inh 6, FAK inh -7 and ERa coact pot 112.
`CC(C)N1C(=O)CCC1C(=O)NCCc1ccccc1` (stereo not drawn) gave PLK1 PBD inh 8, ERa coact inh -3, ERb coact inh -8, HIV Rev-RRE inh 3, Mac1 fbg inh -4, CD11b adhes enh 0, PLK1 inh -5, FAK inh -1 and ERa coact pot 119[fluorescence artefact?].
For CS(=O)(=O)N1CCN(C(=O)c2cc(-c3ccccc3)nc3ccccc23)CC1 the results were PLK1 PBD inh 1, ERa coact inh -5, ERb coact inh -2, HIV Rev-RRE inh -1, Mac1 fbg inh -26, CD11b adhes enh -3, PLK1 inh -11, FAK inh 0 and ERa coact pot 98.
For Cc1nc2sc(C(c3cccs3)N3CCN(c4ccccc4)CC3)c(O)n2n1 (stereo not drawn) the results were ERa coact inh -8, ERb coact inh -1, Mac1 fbg inh -65, CD11b adhes enh 3 and ERa coact pot 101.
`CC1CCCCN1CC(=O)Nc1sccc1C#N` (stereo not drawn) gave PLK1 PBD inh 21, HIV Rev-RRE inh 14, Mac1 fbg inh -34, CD11b adhes enh 5, PLK1 inh -12 and FAK inh -1.
`O=C(NCCCn1ccnc1)C1CC2CCC1C2` (stereo not drawn) gave PLK1 PBD inh -1, ERa coact inh -1, ERb coact inh 10, HIV Rev-RRE inh 0, Mac1 fbg inh 3, CD11b adhes enh 1, PLK1 inh -4, FAK inh -1 and ERa coact pot 107.
`Cc1ccc(S(=O)(=O)N/N=C\c2cccnc2)cc1` gave PLK1 PBD inh 7, HIV Rev-RRE inh 8, PLK1 inh 5 and FAK inh -3.
